KDM5B inhibitor – inhibitors of human KDM5B histone demethylase; KDM5B demethylase, FDH-coupled NADH fluorescence (FDH is formaldehyde dehydrogenase); 220,000 tested, 2.6% active; AID 1347165; Potency, µM (titrated, usually from 57.7 µM), inactives show at the top dose activity change, negative = inhibition, most hits filed as inhibitors; Q9UGL1; active means well fitted inhibition curve with a large enough effect; inconclusive means small, poorly fitted or top-dose-only effect; inactive means no such curve, though single readings can be large or run the other way; further: 0% is about no effect; nearly all actives have a fitted effect of over 70% in size
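Measured: NADH fluorescence change, 30 min, RT. System: KDM5BΔAP 200 nM final, H3K4me3 peptide, α-KG, Fe(II), ascorbate, NAD⁺ plus FDH, pH 7.5 HEPES. Compounds: titrated, 10 min pre-incubation with enzyme.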
Active calls of the source: *; ? = inconclusive; [ ] = remark or other dose. Potency means the concentration at half of the fitted maximal effect.

Structure	KDM5B inhibitor
Cc1cc(CNC(=O)c2cc(-c3ccncc3)cc3c2OCCN3C)no1	?
CCn1ncc(N2CCCC(CC(=O)Nc3cc(OC)cc(OC)c3)C2)cc1=O (stereo not drawn)	28%
OCC1(CN2CCCC2)CCN(Cc2cc(F)cc(F)c2)CC1	-4%
CCN1CCCC1CNC(=O)C(C)(C)C (stereo not drawn)	-23%
CN1C(=O)N(C)c2cccc3cccc1c23	?
Cc1oc2c(c1C(=O)Nc1ccc(Cl)cc1F)C1=NCCN1C=N2	-7%
COc1ccc(CC(=O)N(C)C2CCc3nnc(C)n3CC2)cc1Cl (stereo not drawn)	20µM*
Cc1ccc2[nH]c(=O)c(CNc3cccc(C)c3C)cc2c1	-3%
COc1cc(/C=C2/NC(=O)NC2=O)cc(Cl)c1OCc1cccc(C(=O)O)c1	-5%
Cc1ccc(B(O)O)c2cccnc12	52%[activator]
Cc1ccc(C(=O)N2CCCC(N3CCN(c4ccccc4F)CC3)C2)s1 (stereo not drawn)	14%
Cc1c(Cl)cccc1NC(=O)CN1C(=O)NC2(CCCCC2)C1=O	-14%
CCc1ccc(NC(=O)CC2C(=O)N(c3ccc(C)cc3)C(=O)N2CCc2ccncc2)cc1 (stereo not drawn)	-7%
COC[C@H]1CCCN1C(=O)CC[C@H]1CNC(=O)[C@@H]2[C@@H](CCN2Cc2cccs2)N1C	-1%[86.2 µM]
COc1ccc(-c2cn3nc(N4CCCC(C(=O)NCc5ccccc5Cl)C4)sc3n2)cc1 (stereo not drawn)	-9%
COCCNC(=O)CSc1cn(CC(=O)N2CCCCCC2)c2ccccc12	-25%
COc1ccc(C(=O)Nc2ccc3nc(SCC(=O)N4CCOCC4)sc3c2)cc1	?
CCC1CCCCN1S(=O)(=O)c1ccc(NC(=O)c2cc(=O)c3cc(C)ccc3o2)cc1 (stereo not drawn)	20%
COC(=O)N1CCn2c(nn(-c3ccc(C)cc3)c2=O)C1	4%[86.2 µM]
CN(Cc1ccccc1)Cc1cn([C@H]2CO[C@H]3[C@@H]2OC[C@@H]3NC(=O)Nc2ccc(Oc3ccccc3)cc2)nn1	20%
Cc1c(S(=O)(=O)c2ccccc2)c(N)n(Cc2cccs2)c1C	-28%
COC[C@@H]1CN(C(=O)c2ccc(OC)c(F)c2)C[C@H]1C(N)=O	-2%
CC(=O)N1CCC(N2CC[C@H](c3nc4ccccc4s3)C2)CC1	32µM*
O=C1c2c(nc(COc3ccccc3)n2Cc2ccccc2)NCCN1Cc1ccccc1	?
COCCOc1cccc(F)c1C(=O)/C=C/c1ccc(C#N)cc1	?
CC(C)NC(=O)C(C)Sc1nc2ccc(F)cc2c(=O)[nH]1 (stereo not drawn)	-1%
O=c1n(-c2ccc(C(F)(F)F)cc2)nc2n1CCN(Cc1ccc(F)cc1)C2	?
CC1CCC(NC(=O)c2ccc3c(Cl)c4c(nc3c2)CCCC4)CC1 (stereo not drawn)	-3%
CC12CCC(=O)N1C(C(=O)Nc1nc3c(F)cc(F)cc3s1)CS2 (stereo not drawn)	-32%
O=S(=O)(c1ccc(F)c(F)c1)N1CCCC(Cn2c(C3CC3)nc3cccnc32)C1 (stereo not drawn)	-28%
CC(=O)NC1CCN(c2nc3ncccc3o2)CC1	28µM*
NC(=O)Nc1ccc(Cl)c(NS(=O)(=O)c2ccccc2Br)c1	6%
COc1cccc(CC(=O)N2CCCn3nc(C)c(-c4ccccc4-c4ccccc4)c32)c1	-15%[86.2 µM]
CCCc1cc(=O)[nH]c(SCc2nnc(-c3ccc(OC)cc3)o2)n1	23%
Cc1cc2c(cc3c(SCc4ccc(Cl)cc4)nnc(C)n32)o1	?
CC(C)CCN1CCOc2cc(C(=O)Nc3nccs3)ccc2C1	-19%[86.2 µM]
Cc1cc2ccccc2n1CC(=O)NCCCCCC(=O)O	-5%
C/C(=N\NC(=O)CCn1nnc2ccccc21)c1cccs1	9%
Cc1cc2nc(-c3ccc(NC(=O)C(C)C)cc3)oc2cc1C	313%[activator]
CC(CNC(=O)c1ccc(C(C)(C)C)cc1)NC(=O)c1ccc(C(C)(C)C)cc1 (stereo not drawn)	-18%
O=C1Nc2ccccc2CC12CCCN2C1CCCCC1 (stereo not drawn)	?
Cc1ccc(NC(=O)N2CCC(CCNC(=O)C3CC3)CC2)cc1F	1%
COc1ccc(NC(=O)c2ccccc2SCc2ccc(C#N)cc2)cc1OC	9%
Clc1ccc(-c2c[n+](Cc3ccc(Cl)cc3Cl)c3n2CCCCC3)cc1	14%
Cc1cccc(CCNC(=O)[C@@H]2C[C@@H](O)CN2C2CCNCC2)c1	-28%
O=C(O)c1ccc(C(=O)C2CCCCC2C(=O)O)cc1 (stereo not drawn)	-1%
CCCN(CC1CCOC1)C(=O)Nc1ccc(Cl)cc1 (stereo not drawn)	16%
CN1CCN(c2nc(-c3ccccc3)ncc2S(C)(=O)=O)CC1	8%
COc1ccc(NC(=O)c2ccc3c(c2)N(C(=O)c2ccc(OC)cc2)CC3)cc1	?
CCOC(=O)CSc1nc2c(c(=O)[nH]c(=O)n2C)n1CC	?
COc1ccc(-c2cc(C(=O)NCc3cnn(C)c3)c3c(c2)N(C)CCO3)cc1	35µM*
Cc1ccc(C)c(Nc2nc(N3CCN(c4ccc(F)cc4)CC3)nc3nccnc23)c1	-18%
CC(C)c1nc(CNC(=O)c2ccc(N(C)Cc3ccccn3)nc2)no1	?
CCOc1ccc(-c2cn3c(n2)sc2cc(C(=O)NCCc4ccc(OC)cc4OC)ccc23)cc1	-68%
Cc1cc(N2CCOC(C(F)(F)F)C2)nc(-c2ccccc2)n1 (stereo not drawn)	17%
Cc1ccc(S(=O)(=O)N2CCN(C(=O)c3cc4cc(C)ccc4nc3C)CC2)c(C)c1	9%
COc1ccc(S(=O)(=O)NC[C@H]2O[C@@H](CO)[C@@H](O)[C@H]2N2CCc3ccccc3C2)cc1	?
O=C(NCCc1ccccc1)c1sc2ncccc2c1-n1cccc1	-15%
COc1cccc(CNC(=O)C2CCN(S(=O)(=O)c3c(C)noc3/C=C/c3cccs3)CC2)c1	74%[activator]
CCC(=O)N1c2ccccc2CC1C(=O)NCCc1cc(OC)c(OC)c(OC)c1 (stereo not drawn)	-18%

Next part, overlapping the part above by 4 compounds.
| SMILES | KDM5B inhibitor |
| --- | --- |
| COc1ccc(S(=O)(=O)NC[C@H]2O[C@@H](CO)[C@@H](O)[C@H]2N2CCc3ccccc3C2)cc1 | ? |
| O=C(NCCc1ccccc1)c1sc2ncccc2c1-n1cccc1 | -15% |
| COc1cccc(CNC(=O)C2CCN(S(=O)(=O)c3c(C)noc3/C=C/c3cccs3)CC2)c1 | 74%[activator] |
| CCC(=O)N1c2ccccc2CC1C(=O)NCCc1cc(OC)c(OC)c(OC)c1 (stereo not drawn) | -18% |
| Cc1ccc(S(=O)(=O)N(C)C)cc1C(=O)NCc1coc(-c2cccs2)n1 | ? |
| CCc1nn2c(=O)cc(COC(=O)CNC(=O)COc3ccc(C)cc3)nc2s1 | 8% |
| COCCN1CCCCCC(O)c2cc(C(=O)NCCc3cccnc3)ccc21 (stereo not drawn) | ? |
| COc1ccc2c(C)nc(Nc3nc(-c4ccccc4)cc(=O)[nH]3)nc2c1 | 8% |
| CCN(CC)CCNC(=O)Cn1ncc2c3ccccc3n(Cc3ccc(Cl)cc3)c2c1=O | -27% |
| COCCOC1CCN(C(=O)CCc2ccc(OC)cc2)C1 (stereo not drawn) | 7% |
| O=C(Nc1ccc2oc(-c3cccnc3)nc2c1)c1ccc(OCc2ccccc2)cc1 | 10% |
| CCOc1ccc2nc(NC(=O)c3cc(=O)c4ccc(C)cc4o3)sc2c1 | 11% |
| COc1cccc(NC(=O)Cn2c(=O)oc3cc(S(=O)(=O)N4CCCCC4)ccc32)c1 | -28% |
| CCn1ncc(NC(=O)Cn2ncc3cc(-c4ccc(N(C)C)cc4)ccc32)n1 | 14µM* |
| Cc1ccccc1Nc1c(-c2ccc(N3CCOCC3)cc2)nc2cccc(C)n12 | ? |
| COc1ccc2c(c1)OCC(C(=O)NCc1nc3c(s1)CCCC3)C2 (stereo not drawn) | -4% |
| N#CC1(NC(=O)CSc2nccn2C2CC2)CCCC1 | 14% |
| O=C1NC2(CCN(Cc3ccc(F)cc3)C2)COc2ccccc21 (stereo not drawn) | ? |
| COC(=O)c1cc(S(=O)(=O)NCC2CCN(Cc3ccc(F)cc3)CC2)c[nH]1 | -28% |
| CC(=O)N[C@@H]1CN(Cc2ccc(C)cn2)C[C@H]1CO | -19% |
| COc1cc(OC)cc(C(=O)Oc2cc(C)cc(C)c2)c1 | 9% |
| COc1ccc(-c2[nH]nc3ncc(C(=O)Nc4ccccc4)nc23)c(C)c1 | ? |
| Cc1ccc(-n2[nH]c(C)c(C=NCc3ccncc3)c2=O)cc1 | -4% |
| Cc1cccc(-n2nc(-c3c(C)nc4scc(CC(=O)NC(C)C)n4c3=O)cc2C)c1C | 25µM* |
| CC(=O)Nc1ccc(S(=O)(=O)NC2(C(F)(F)F)C(=O)Nc3c2c(=O)[nH]c(=O)n3-c2cccc(Cl)c2)cc1 (stereo not drawn) | -28% |
| O=C(C1COc2ccccc2O1)N1CCN(c2ccccc2O)CC1 (stereo not drawn) | -13% |
| COc1cccc(OCc2cc(C(=O)N(C)C3CCOCC3)no2)c1 | -10% |
| CCCCCCCCS(=O)(=O)CCSc1cccc2cccnc12 | 11% |
| CCc1nnc(SCC(=O)Nc2cccc(C(F)(F)F)c2)c2cc3oc(C)cc3n12 | ? |
| Cc1ccccc1-c1ncc(CN2CCN(c3ccncc3C)CC2)cn1 | ? |
| N#Cc1nc(-c2ccc(COc3ccc(Cl)cc3)o2)oc1N1CCCCC1 | ? |
| CC(C)CCn1cnc2c1c(=O)n(Cc1ccccc1C#N)c(=O)n2Cc1ccccc1 | -18% |
| COc1cccc(-c2csc(NNC(=O)c3cccs3)n2)c1 | ? |
| CCC1(CC)CC1C(=O)N1CCC2(CC1)Nc1ccccc1NC2=O (stereo not drawn) | 13% |

A different layout for 4 compounds above:
Cc1ccc(S(=O)(=O)N(C)C)cc1C(=O)NCc1coc(-c2cccs2)n1
- KDM5B inhibitor = ?

CCCCCCCCS(=O)(=O)CCSc1cccc2cccnc12
- KDM5B inhibitor = 11%

COC(=O)c1cc(S(=O)(=O)NCC2CCN(Cc3ccc(F)cc3)CC2)c[nH]1
- KDM5B inhibitor = -28%

CCN(CC)CCNC(=O)Cn1ncc2c3ccccc3n(Cc3ccc(Cl)cc3)c2c1=O
- KDM5B inhibitor = -27%

Other entries follow:
| SMILES | KDM5B inhibitor |
| --- | --- |
| Cc1cc(C(=O)NCCN(C)C)c2ccccc2n1 | -19% |
| O=C(NCCc1ccc(Cl)cc1)c1nc(-c2ccc(Cl)nc2)c2ccccn12 | 50µM* |
| COc1cccc(CN2CCC3(Cc4ccccc4CNC3=O)C2)c1 (stereo not drawn) | 10%[115 µM] |
| CCOc1ccc(C2Cn3nnc(-c4nc(-c5cccc(Br)c5)no4)c3CO2)cc1 (stereo not drawn) | -18% |
| Cc1nnc(SCc2cc(=O)c3cc(F)ccc3[nH]2)n1C | -7% |
| Cc1ccc(NC(=O)C2(C)Cc3ccccc3C(=O)O2)c(C)c1 (stereo not drawn) | -1% |
| O=c1c2sc(-c3ccccc3)cc2nc2n1CCCCC2 | -6% |
| C/C(=N/Nc1ccc([N+](=O)[O-])cc1[N+](=O)[O-])C(C)(C)C | 14% |
| CCOC(C(=O)NC(C)CC)(c1ccccc1)c1ccccc1 (stereo not drawn) | 16% |
| Cc1cccc(OCCn2c(SCC(=O)O)nc3ccccc32)c1 | -26% |
| c1ccc(-c2[nH]nc3ncc(-c4cn[nH]c4)nc23)cc1 | 45µM* |
| O=C1C(c2ccc(F)cc2)N(CCc2ccc(Cl)cc2)C(=O)CN1C1CCCCC1 (stereo not drawn) | 13% |
| O=C(c1cccs1)N1Cc2[nH]cnc2C[C@H]1c1nc(-c2ccc3ccccc3c2)no1 | -15%[86.2 µM] |
| O=C(Nc1ccc(I)cc1)C1CCCCC1 | 23% |
| CC(C)(C)c1cc(/C=C/C(=O)O)cc(C(C)(C)C)c1O | ? |
| O=C(c1ccoc1)N1CCC2(CC1)CC(OCC1CC1)CCO2 (stereo not drawn) | 12% |
| COc1cc(=O)n2c(c1C(=O)Nc1cc(F)ccc1C)CCCC2 | 3% |
| Cn1ncc(Cl)c1C(=O)Nc1ccc2c(c1)CCC2 | 5% |
| COc1cccc(C(=O)CC2(O)C(=O)Nc3ccc(Cl)cc32)c1 (stereo not drawn) | -17% |
| CCC(CC)NC(=O)Nc1ccc(C)cc1Br | 16% |
| COc1ccc(C)cc1NC(=O)Cn1c(-c2ccc(Cl)cc2)nc(C)c(CCO)c1=O | -20% |
| Cc1ccc(C)c(NC(=O)CCC2CCCC2)c1 | 5% |
| COc1ccc(N2CC3CCC(C2)N3Cc2ccc(NC(C)=O)cc2)cc1 | 2%[115 µM] |
| CC(C)CC(=O)NCC1Cn2cccc2C(=O)N1Cc1ccccc1 (stereo not drawn) | -13% |
| CC(C)CC(=O)Nc1ccc(C(=O)Nc2ccc(CCC(=O)O)cc2)cc1 | 15% |
| CCOc1ccc(/C=C(/C#N)C(=O)Nc2cccc3ncccc23)cc1 | 216%[activator] |
| CC(C)=CC1C=C(C)C(C)C(c2ccccc2)C1C(=O)c1ccccc1 (stereo not drawn) | 19% |
| S=C(N/N=C1/CCCCc2ccccc21)NC1CCCCC1 | 16% |
| CC(C)(C)CN1CCOC[C@H]1c1ncc(-c2ccc(Cl)s2)[nH]1 | ? |
| NC(=S)N/N=C/c1cccc(Cl)c1 | -12% |

For convenience, part of the list above.
| SMILES | KDM5B inhibitor |
| --- | --- |
| CC(C)(C)CN1CCOC[C@H]1c1ncc(-c2ccc(Cl)s2)[nH]1 | ? |
| NC(=S)N/N=C/c1cccc(Cl)c1 | -12% |

Compound activity from PubChem BioAssay.

A portion of the library (hit frequency here may not be typical).
